FLuc inh counter – counter-screen for luciferase assay inhibitors: firefly luciferase inhibition | ATPLite firefly luciferase biochemical luminescence, 10 min | inhibition, % at 10 µM | hit rate 1.5% among 200,000;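 active = inhibition above about 50% when tested at 10 µM, limit read from the data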
Target sequence (P08659 whole entry, looked up): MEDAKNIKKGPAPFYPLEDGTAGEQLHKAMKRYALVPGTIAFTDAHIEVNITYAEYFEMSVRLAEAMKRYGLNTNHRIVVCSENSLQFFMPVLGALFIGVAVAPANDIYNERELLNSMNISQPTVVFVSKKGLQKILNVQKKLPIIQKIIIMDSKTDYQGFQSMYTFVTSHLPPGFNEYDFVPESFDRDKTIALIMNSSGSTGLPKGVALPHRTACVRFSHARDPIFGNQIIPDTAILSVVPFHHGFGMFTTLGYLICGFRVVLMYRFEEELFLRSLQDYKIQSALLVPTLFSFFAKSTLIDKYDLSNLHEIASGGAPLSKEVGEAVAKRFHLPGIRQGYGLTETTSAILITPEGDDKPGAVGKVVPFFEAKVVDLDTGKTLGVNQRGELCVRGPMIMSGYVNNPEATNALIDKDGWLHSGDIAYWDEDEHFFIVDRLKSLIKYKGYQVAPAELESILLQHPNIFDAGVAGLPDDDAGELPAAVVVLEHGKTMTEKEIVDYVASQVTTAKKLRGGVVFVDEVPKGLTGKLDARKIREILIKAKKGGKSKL
ROMK mod – modulators of human ROMK potassium channel; B-score at 10 µM; Tet-inducible ROMK, thallium flux fluorescence; actives lie on both sides; hit rate 2% among 130,000; AID 1918;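 active = signal ratio slope over the read window, or its plate-corrected B-score, at least 3 SD from the plate mean, either direction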;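 also: B-score of the F/F0 ratio slope over 7 to 12 s after thallium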
Target sequence (P48048 whole entry, looked up): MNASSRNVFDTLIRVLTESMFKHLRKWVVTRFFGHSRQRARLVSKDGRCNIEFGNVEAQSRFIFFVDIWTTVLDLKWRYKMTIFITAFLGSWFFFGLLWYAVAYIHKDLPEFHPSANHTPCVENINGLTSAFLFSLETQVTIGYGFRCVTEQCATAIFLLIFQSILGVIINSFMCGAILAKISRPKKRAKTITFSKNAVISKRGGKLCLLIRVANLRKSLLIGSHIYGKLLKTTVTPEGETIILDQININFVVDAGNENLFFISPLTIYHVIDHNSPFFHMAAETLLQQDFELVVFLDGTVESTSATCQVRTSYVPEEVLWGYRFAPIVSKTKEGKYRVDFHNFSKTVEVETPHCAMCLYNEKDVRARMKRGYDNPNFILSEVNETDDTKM
APP 5UTR inh – APP translation inhibition; hit rate 0.82% among 190,000; SH-SY5Y APP 5'UTR-luciferase reporter, luminescence; inhibition, % at 2 µM;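 active = inhibition above a set limit, derived from the sample mean plus 3 SD, cut at about 45% in these data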; also: values of inactives mirror those of a sister screen read the other way
NF-kB neuron act – raises NF-kB expression in human neuronal cells | hit rate 1.6% among 190,000 | fold change at 12.5 µM | NF-kB reporter expression; stronger effect = higher value; in the data active = fold change above about 3.3
STAT3 act – activators of IL-6 induced STAT3 signaling. hit rate 0.91% among 190,000. U3A cells, IL-6 STAT3-luciferase reporter, luminescence; 100% = signal with IL-6 EC80 alone. activation (% of control), % at 5.6 µM;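 active = activation above the screen-wide mean of compound activation plus 3 SD, cut at about 130% in these data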;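 also: 0% = background luminescence of wells with medium and substrate only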
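Detection: reporter luminescence signal / Assay system: STAT1-lacking human U3A cells, STAT3 luciferase reporter / Incubation: compound pre-incubation 1 h before IL-6, then 6 h stimulation at 37 °C / Control set: IL-6-only high control / Read-out: % activation relative to IL-6 control / Probe or stimulus: Interleukin-6, 33 ng/mL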
FLuc act counter – affects firefly luciferase, flagging false hits in luciferase stimulation screens | activation factor at 10 µM | AID 1027 | P08659 | 200,000 tested, under 10 active | ATPlite luciferase biochemical, luminescence, 10 min; 0 = ATP-free wells, 1 = DMSO control;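 active = luciferase activation factor, scaled between plate controls, of at least 2 with compound at 10 µM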
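assay system = Luciferase/luciferin detection reagent, cell-free biochemical luciferase assay | also added = ATP substrate | times = 10 min post-reagent at room temperature | measured by = luminescence from luciferase reaction | measure = luciferase activation, seen as luminescence increase over controls | benchmarks = low control with PBS replacing ATP, high control enzyme plus ATP without compound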
STAT3 inh – inhibitors of IL-6 induced STAT3 signaling; hit rate 0.89% among 190,000; inhibition, % at 5.5 µM; U3A cells, IL-6 STAT3-luciferase reporter, luminescence; host cell line lacks STAT1; AID 862;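 active = inhibition above the mean inhibition across all screened compounds plus 3 SD, cut at about 44% in these data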;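 also: 0% = DMSO only wells and 100% = 100 µM nifuroxazide control wells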
STAT1 act – STAT1 signaling activation; NIH 3T3 STAT1-luciferase reporter, IFN-gamma, luminescence; 100% = IFN-gamma alone, no compound; activation (% of control), % at 5.5 µM; hit rate 2.6% among 200,000;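 active = activation above the screen-wide mean activation plus 3 SD, cut at about 130% in these data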;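 also: raw ratio to IFN-gamma control signal so 100% means no change and 0% no light; values of inactives mirror those of a sister screen read the other way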
APP 5'UTR act – activates APP 5'UTR luciferase reporter. SH-SY5Y APP 5'UTR luciferase reporter, luminescence; zero percent = DMSO vehicle wells. activation, % at 2 µM. hit rate 1% among 190,000. AID 1276;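 active = activation above a set limit, based on mean plus 3 SD of controls, cut at about 140% in these data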; also: values of inactives mirror those of a sister screen read the other way
STAT1 inh – reduces IFN-gamma driven STAT1 reporter signal. NIH 3T3 STAT1-luciferase reporter, luminescence. inhibition, % at 5.5 µM. hit rate 0.35% among 200,000;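 active = inhibition above a set limit, the mean inhibition across all tested compounds plus 3 SD, cut at about 34% in these data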;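 also: 0% = IFN-gamma with DMSO and 100% = IFN-gamma with 300 µM nifuroxazide; values of inactives mirror those of a sister screen read the other way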
* hit, by the source's call; x = no result given; & = joins results of further samples. The list is partial, so the mix of outcomes need not match the whole.

SMILES	FLuc inh counter	ROMK mod	APP 5UTR inh	NF-kB neuron act	STAT3 act	FLuc act counter	STAT3 inh	STAT1 act	APP 5'UTR act	STAT1 inh
CN(C)C(=O)Oc1ccc(OCc2cccc[n+]2C)cc1	-4.4	1.14	3.1	1.04	99.7	1	-2.2	101.0	-3.1	-1.1
O=C(O)CCn1cc(C=C2C(=O)NC(=S)NC2=O)c(-c2cccc(Br)c2)n1	5.2	0.573	-8.1	1.18	94.9	0.9	10.2	99.1	8.1	-0.7
Fc1ccc(CN2CCN(c3ccc(Cl)cc3)CC2)cc1	-5.3	0.0067	-16.7	1.82	99.1	1.1	3.4	105.9	16.7	-8.2
Cc1ccc(-n2c(O)c(/C=N/N3CCOCC3)c(=O)[nH]c2=S)cc1	-2.2	x	6.5	1.01	101.5	1	3.6	89.5	-6.5	11.6
COc1ccc(/C=C2/C(=O)N(Cc3ccco3)C(=O)N(C(C)C)C2=O)cc1	-6.0	0.315	18.0	1.1	91.6	1.1	8.8	100.5	-18.0	-0.4
Oc1ccc(C2NCc3ccccc3-n3cccc32)cc1Cl (stereo not given)	-2.8&-4.2	x	14.1&-1.3	1.09&1.11	101.8&105.0	1&1	2.8&-6.6	100.5&95.5	-14.1&1.3	-0.6&4.9
CC1(C)CC(=O)C(C2(O)C(=O)NC(=O)NC2=O)=C(O)C1	-6.3	x	-0.1	1.2	99.5	1.1	6.9	100.6	0.1	-1.8
CN1C(=O)C(=Cc2ccc(N3CCCCC3)o2)C(=O)N(C)C1=S	17.6	-4.87*	0.5	2.57	97.6	0.8	7.8	108.2	-0.5	-9.2
CC(C)Sc1nnc([C@@H](N)Cc2c[nH]c3ccccc23)o1	-5.2	x	-18.5	1.16	106.5	1.1	-4.0	102.2	18.5	-2.4
COc1cc2c(cc1C=O)OCO2	1.0	x	-1.3	1.06	106.4	1	-1.6	92.4	1.3	8.3
C=Cn1ccnc1P(=S)(c1nccn1C=C)C1CCCCC1	-5.4	x	13.2	1.05	101.7	1.1	1.8	96.5	-13.2	3.9
Cc1cc(NC(=O)CCl)no1	-4.0	0.724	-7.6	1.74	85.2	1	19.7	90.4	7.6	8.6
Cc1cc(N2C(=O)C3CCCN3C2c2ccccc2)no1 (stereo not given)	0.4	x	3.7	1.23	99.7	1	7.6	102.8	-3.7	-3.1
Cc1ccc(-c2nc3ccccc3c(=O)n2-n2cccc2)cc1	-2.3	x	0.2	1.07	94.9	1	12.4	101.6	-0.2	-1.7
O=c1c2ccccc2nc(/C=C/c2ccc3c(c2)OCO3)n1-c1ccccc1	-7.8	x	21.1	0.45	102.3	1.1	-7.3	97.6	-21.1	2.6
CCC(=NCCCN1CCOCC1)c1c(O)n(Cc2ccccc2)c(=O)[nH]c1=O	-1.4	0.562	-12.7	1.05	92.2	1	13.7	100.4	12.7	-0.5
CCCCNc1ccncc1S(=O)(=O)NC(=O)NC(C)C	-5.3	1.34	-0.4	1.32	101.3	1.1	1.7	93.8	0.4	0.8
CCCCn1c(=O)c(C=Nc2cc([N+](=O)[O-])ccc2OC)c(O)n(CCCCl)c1=O	-4.1	-0.611	-4.4	0.85	106.6	1	-2.6	92.0	4.4	9.1
CCC(C)C12CN3CCN(CC(C)(C3)C1=O)C2 (stereo not given)	-6.0	0.949	-4.4	1.25	110.2	1.1	-11.9	103.9	4.4	-4.3
CCCN1CC(C)C(OC(C)=O)(c2ccccc2)CC1C (stereo not given)	0.0	x	6.5	1.02	105.1	1	-5.1	100.5	-6.5	-0.6
Cn1nc(N)c2c1N=P(N1CCOCC1)(N1CCOCC1)N=C2c1ccccc1	-0.9	x	3.3	1.26	96.2	1	10.6	89.7	-3.3	11.3
CCn1c(O)c(C=Nc2ccc(N3CCOCC3)c(Br)c2)c(=O)n(CC)c1=S	-8.0	-5.3*	-12.4	1.18	97.4	1.1	9.5	103.8	12.4	-4.2
CCCc1nc2ccccc2c(=O)n1-c1ccc(O)cc1	-5.9	-0.131	-11.4	1.18	97.9	1.1	6.9	96.4	11.4	2.5
Cc1ccccc1CN1CCNCC1	-7.9	-0.391	6.9	1.06	96.6	1.1	8.3	101.5	-6.9	-3.3
CN1CCN(c2nc(Cl)ncc2F)CC1	2.9	0.0601	-59.6	1.32	97.3	1	9.3	91.9	59.6	6.8

Retrieved one by one from the list above, 3 records:
SMILES	FLuc inh counter	ROMK mod	APP 5UTR inh	NF-kB neuron act	STAT3 act	FLuc act counter	STAT3 inh	STAT1 act	APP 5'UTR act	STAT1 inh
CC(C)Sc1nnc([C@@H](N)Cc2c[nH]c3ccccc23)o1	-5.2	x	-18.5	1.16	106.5	1.1	-4.0	102.2	18.5	-2.4
CN1CCN(c2nc(Cl)ncc2F)CC1	2.9	0.0601	-59.6	1.32	97.3	1	9.3	91.9	59.6	6.8
CCCCn1c(=O)c(C=Nc2cc([N+](=O)[O-])ccc2OC)c(O)n(CCCCl)c1=O	-4.1	-0.611	-4.4	0.85	106.6	1	-2.6	92.0	4.4	9.1

Returning to the listing, repeating the three entries before the break.
SMILES	FLuc inh counter	ROMK mod	APP 5UTR inh	NF-kB neuron act	STAT3 act	FLuc act counter	STAT3 inh	STAT1 act	APP 5'UTR act	STAT1 inh
CCCc1nc2ccccc2c(=O)n1-c1ccc(O)cc1	-5.9	-0.131	-11.4	1.18	97.9	1.1	6.9	96.4	11.4	2.5
Cc1ccccc1CN1CCNCC1	-7.9	-0.391	6.9	1.06	96.6	1.1	8.3	101.5	-6.9	-3.3
CN1CCN(c2nc(Cl)ncc2F)CC1	2.9	0.0601	-59.6	1.32	97.3	1	9.3	91.9	59.6	6.8
CC(=O)c1ccc2c(c1)C1C(Cl)C(Sc3ccccc3[N+](=O)[O-])CC1C(c1ccccc1)N2 (stereo not given)	-9.5	x	0.9	0.81	103.7	1.1	0.0	96.8	-0.9	3.5
O=C(c1ccc2c3c(cccc13)CC2)C1CCCN(CC2CC2)C1 (stereo not given)	-0.9	-3.3*	7.9	1.13	93.3	1	13.2	95.0	-7.9	5.3
CCC(=O)CC(c1ccc([N+](=O)[O-])cc1)c1c(O)c2ccccc2oc1=O (stereo not given)	-2.3	-0.0497	-6.5	1.06	105.1	1	1.7	85.9	6.5	15.8
COCc1c(CN)cnc(C)c1N	-6.3	x	-6.5	1.23	98.7	1.1	7.6	110.0	6.5	-10.9
COc1ccc(CCNC(=O)COC(=O)Cc2ccccc2)cc1	-3.2	x	4.2	1.06	102.3	1	-4.2	98.7	-4.2	1.5
COc1cc2c3cc1Oc1cc(ccc1O)C[C@@H]1c4c(cc(OC)c(O)c4Oc4ccc(cc4)C[C@H]3N(C)CC2)CCN1C	-3.5	x	5.8	0.49	103.0	1	-1.0	97.3	-5.9	3.0
CCOCCN1CCN(c2nnc3n2-c2ccc(Cl)cc2C(c2ccccc2Cl)=NC3)CC1	-3.3	1.41	0.8	1.15	97.7	1	9.4	95.4	-0.8	5.1
Cc1cccc(CN(C)C)c1OC(=O)N(C)C	0.0	-0.0478	2.7	1.32	91.9	1	16.8	95.3	-2.7	5.1
O=C(COC(=O)Cc1ccccc1)NC12CC3CC(CC(C3)C1)C2	-6.5	x	-5.0	1.09	98.2	1.1	6.2	98.5	5.0	1.6
CN1CC(C(=O)c2ccccc2)C(C(=O)c2ccccc2)C1 (stereo not given)	-6.6	-0.127	-81.6	4.33*	109.0	1.1	-2.7	124.8	81.6	-27.5
O=C(c1ccc(C(F)(F)F)cc1)C1CCCN(Cc2ccncc2)C1 (stereo not given)	0.8	-1.26	19.6	0.82	70.6	1	37.9	83.5	-19.6	16.4
Cc1ccc(N2C(=O)NC(=O)C(CCc3ccncc3)(Cc3cccc(Cl)c3Cl)C2=O)cc1 (stereo not given)	0.5	x	-0.7	0.77	94.7	1	8.9	103.4	0.7	-3.7
COc1ccc(CN2CCN(c3ccccc3F)CC2)c(OC)c1	-8.8	x	17.7	1.2	106.1	1.1	-0.5	99.4	-17.7	1.9
OCCN(CC#CC(O)(c1ccccc1)C1CCCC1)CCO (stereo not given)	-5.4	x	-0.6	0.95	97.5	1.1	6.5	99.7	0.6	0.3
NC(=O)CSc1nnc([C@@H](N)Cc2c[nH]c3ccccc23)o1	-4.2	x	0.8	1.13	97.3	1	7.6	88.1	-0.8	12.9
CC1(C)CC(=O)C=C(NCCN2CCN(C(=O)Cc3ccc(Cl)cc3)CC2)C1	-10.7	0.00369	-3.2	1	104.2	1.1	-2.8	99.4	3.2	-0.9
COc1cccc(-n2c(O)c(C=NCCN3CCOCC3)c(=O)[nH]c2=O)c1	-6.4	0.206	2.8	1.21	103.8	1.1	-1.7	103.0	-2.8	-3.2
COCCNP(=O)(c1ccccc1)c1nc2ccccc2s1 (stereo not given)	-3.2	0.518	-7.8	0.73	112.1	1	-7.7	99.6	7.8	0.5
O=P(Nc1cccc(Cl)c1)(Oc1ccccc1)Oc1ccccc1	-2.8	-0.644	-1.4	0.64	104.0	1	0.0	91.7	1.4	7.7
Cc1ccc2c(c1)=C/C(=C\c1c(O)[nH]c(=S)[nH]c1=O)C(=O)N=2	-1.6	x	4.9	0.85	99.9	1	5.4	102.0	-4.9	-2.2
CC(C)c1ccc(N2C(=O)NC(=O)/C(=C/C=C/c3ccco3)C2=O)cc1	-8.4	x	22.6	0.8	100.9	1.1	4.3	95.1	-22.6	5.4
CC(=O)Nc1ccccc1C(=O)OCC(=O)c1ccc2c(c1)OCCO2	82.3*	x	-76.9	0.63	110.1	0.2	-5.6	175.2*	76.9	-82.9
Cc1cc(N2C(=O)C3CCCN3C2c2ccc(Cl)c(Cl)c2)no1 (stereo not given)	-0.4	x	0.3	0.94	96.7	1	7.4	90.6	-0.3	10.2
COc1ccccc1N1CCN(C(CNC(=O)Oc2ccccc2)c2cccnc2)CC1 (stereo not given)	-4.0	-1.38	1.7	1.08	103.9	1	-1.6	97.4	-1.7	2.8
O=c1[nH]c(=O)n(CCc2ccc(F)cc2)c(O)c1C=NCCCn1ccnc1	-8.8	x	17.4	1.14	101.2	1.1	5.1	90.7	-17.4	11.1
Cc1ccsc1C(=O)C1CCCN(Cc2ccc(-n3cccn3)cc2)C1 (stereo not given)	-5.2	-1.27	-24.0	1.2	101.9	1.1	2.3	98.5	24.0	0.0
O=c1[nH]c(O)c(N=Nc2ccc([N+](=O)[O-])cc2)c(=O)[nH]1	2.5	0.122	8.8	0.94	109.3	1	-5.8	102.9	-8.8	-3.2
